hcGAS inh – inhibitors of human cGAS. inhibition, % at 12.5 µM. recombinant h-cGAS, ATP depletion, Kinase-Glo luminescence. 290,000 tested, 0.081% active. Q8N884;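 note: 0% = vehicle reaction and 100% = reaction without DNA for no activity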
Target sequence (Q8N884 whole entry, looked up): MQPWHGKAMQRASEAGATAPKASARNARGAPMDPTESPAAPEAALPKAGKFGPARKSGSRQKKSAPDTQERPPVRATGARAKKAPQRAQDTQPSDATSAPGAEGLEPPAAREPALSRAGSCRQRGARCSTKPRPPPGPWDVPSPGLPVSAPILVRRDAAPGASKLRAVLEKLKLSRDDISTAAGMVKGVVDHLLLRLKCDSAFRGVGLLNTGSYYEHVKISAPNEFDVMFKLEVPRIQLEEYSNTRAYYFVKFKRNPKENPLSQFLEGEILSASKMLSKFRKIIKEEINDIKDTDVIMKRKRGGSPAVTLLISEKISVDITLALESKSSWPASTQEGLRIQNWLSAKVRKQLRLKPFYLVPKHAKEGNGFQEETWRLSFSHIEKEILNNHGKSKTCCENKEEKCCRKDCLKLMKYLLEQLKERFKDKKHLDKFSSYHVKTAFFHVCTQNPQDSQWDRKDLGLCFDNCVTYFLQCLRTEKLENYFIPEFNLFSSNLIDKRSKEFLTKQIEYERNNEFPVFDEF
NPYLR7 ag – activates Aedes aegypti NPYLR7 receptor; activation, % at 10 µM; 270,000 tested, 0.15% active; AID 1259423; HEK293T NPYLR7/Galpha15, GCaMP6s calcium fluorescence; in the data active = activation above about 40%;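 note: 0% = vehicle and 100% = reference agonist at the receptor; some compounds past the cut are filed as inactive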
mcGAS lum – inhibitors of mouse cGAS; Q8C6L5; recombinant cGAS, Kinase-Glo ATP depletion luminescence; inhibition, % at 12.5 µM; 160,000 tested, 0.15% active; AID 1259399;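 note: 0% = negative control wells and 100% = reference inhibitor with no enzyme activity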
Starred values were filed as active, the others as inactive; & = joins results of further samples. Cut-off read from the data, not from the text of the source, unless noted: active = inhibition above about 40%; inactive = the rest.

For OC(CC#CCN1CCOCC1)(c1ccccc1)c1ccc(-c2ccccc2)cc1 (centres undefined) the results were hcGAS inh -2 and NPYLR7 ag 6.
For Cc1ccc2c(c1)C1(SCCN1C(=O)c1ccc(Cl)cc1)C(=O)N2Cc1ccc(F)c(F)c1 (centres undefined) the results were hcGAS inh -9, NPYLR7 ag 3 and mcGAS lum -6.
For COC(=O)c1ccc(C2C(=C(O)c3ccc(OC(C)C)cc3)C(=O)C(=O)N2CCCN(C)C)cc1 (centres undefined) the results were hcGAS inh -4, NPYLR7 ag 1 and mcGAS lum -7.
For O=C(c1csc(-c2ccsc2)n1)N1CCN(c2ncccn2)CC1 the results were hcGAS inh -12 and NPYLR7 ag 11.
Screening CN(CC12CC3CC(CC(C3)C1)C2)C(=O)c1ccc[nH]c1=O returned hcGAS inh -9 and NPYLR7 ag 3.
Screening CC(C)(C(=O)N1CCC1(C)C(=O)Nc1ccc(F)cc1F)c1ccccc1 (centres undefined) returned hcGAS inh -5, NPYLR7 ag -3 and mcGAS lum -4.
Screening COCCCN(Cc1ccc(F)cc1)C(=O)Cc1csc(C)n1 returned hcGAS inh -11 and NPYLR7 ag 7.
CC(=O)Oc1cc2c(s1)CCN([C@H](C(=O)C1CC1)c1ccccc1F)C2 was read as hcGAS inh -4 and NPYLR7 ag -12.
N#Cc1ccccc1OS(=O)(=O)c1cccc(F)c1 was read as hcGAS inh -5, NPYLR7 ag -2 and mcGAS lum 2.
`CN(Cc1nc2ccccc2n1C)C(=O)[C@@H](N)Cc1cnc[nH]1` gave hcGAS inh 1 and NPYLR7 ag 3.
Screening CCCCCCCCS(=O)(=O)N1CCCC(C(=O)NC2CCCC[C@H]2NC(=O)c2ccccc2)C1 (some centres undefined) returned hcGAS inh -5, NPYLR7 ag 25 and mcGAS lum -7.
For S=c1nc(-c2ccccc2)[nH]n1CNc1ccccn1 the results were hcGAS inh -4 and NPYLR7 ag -5.
`CCOc1cc2c(cc1NS(=O)(=O)c1ccc(Cl)c(C(=O)O)c1)OC(C)C2` (centres undefined) gave hcGAS inh -5 and NPYLR7 ag 11.
Screening Nc1cccc(CN(CC2CCCCO2)C2CC2)c1 (centres undefined) returned hcGAS inh -8 and NPYLR7 ag 1.
For NC(=O)C1CCCN(C(=O)c2cc3n(n2)CCN(Cc2c(Cl)cccc2Cl)C3=O)C1 (centres undefined) the results were hcGAS inh -2, NPYLR7 ag 15 and mcGAS lum -5.
Screening CC(=O)Nc1ccc(S(=O)(=O)N(c2ccc3c(c2)OCO3)C(C)c2cccc(C)c2)cc1 (centres undefined) returned hcGAS inh 4 and mcGAS lum 0.
Screening CC(OC(=O)c1cc2c(s1)-c1ccccc1CC2)C(=O)Nc1ccc(C(N)=O)cc1 (centres undefined) returned hcGAS inh 6 and NPYLR7 ag -1.
CC(C)N(C)C(=O)C(C)S(=O)(=O)CC1CCCCC1 (centres undefined) was read as hcGAS inh -7 and NPYLR7 ag 4.
For CCCCN(CC(=O)N(CCc1ccc(OC)c(OC)c1)Cc1cccs1)C(=O)Nc1cccc(Br)c1 the results were hcGAS inh 2, NPYLR7 ag 1 and mcGAS lum -2.
Screening O=C(Nc1nc(-c2cc([N+](=O)[O-])cs2)cs1)c1ccccc1 returned hcGAS inh 1, NPYLR7 ag -3 and mcGAS lum -5.

Retrieved by structure from the entries so far, 2 records:
For CCCCN(CC(=O)N(CCc1ccc(OC)c(OC)c1)Cc1cccs1)C(=O)Nc1cccc(Br)c1 the results were hcGAS inh 2, NPYLR7 ag 1 and mcGAS lum -2.
Screening O=C(Nc1nc(-c2cc([N+](=O)[O-])cs2)cs1)c1ccccc1 returned hcGAS inh 1, NPYLR7 ag -3 and mcGAS lum -5.

Remaining list, next part
Screening Cc1ncc(-c2ccc(F)cc2)c(C2CCCN(C(=O)Cc3ccc(N4CCNC4=O)cc3)C2)n1 (centres undefined) returned hcGAS inh 0, NPYLR7 ag 4 and mcGAS lum -9.
For COC(CNc1cc(N2CCOCC2)nc(N)n1)c1cccs1 (centres undefined) the results were hcGAS inh -6 and NPYLR7 ag 1.
Screening C/C=C/C(=O)N[C@H](Cc1ccccc1)C(=O)N1CCC(C(=O)NCc2cccc(OC)c2)CC1 returned hcGAS inh -7, NPYLR7 ag 27 and mcGAS lum -5.
For Cc1ccc2nc(C)n(C3CCN(C(=O)c4cc(F)c(F)c(F)c4)CC3)c2c1 the results were hcGAS inh -4, NPYLR7 ag 33 and mcGAS lum -2.
Screening Cc1ccc(N2NC(=O)/C(=C/c3ccc4c(c3)n(C)c(=O)n4C)C2=O)cc1Cl returned hcGAS inh -3, NPYLR7 ag 0 and mcGAS lum 7.
Screening Cc1ccc(F)cc1S(=O)(=O)NC1CCOc2ccccc21 (centres undefined) returned hcGAS inh -9 and NPYLR7 ag 2.
CCCNC(=O)CN(C)Cc1csc2ccccc12 was read as hcGAS inh -6 and NPYLR7 ag -1.
For CCOc1ccc(C(=O)NC2(C)CCS(=O)(=O)C2)cc1 (centres undefined) the results were hcGAS inh -15 and NPYLR7 ag -1.
`CC(C)O[C@H]1CN(C(=O)c2ccc(CSc3ncccn3)o2)C[C@@H]1O` gave hcGAS inh 1, NPYLR7 ag 1 and mcGAS lum -11.
`CN(C)c1ccc(NC(=O)c2ccccc2Cl)cc1CN(CC1CCCO1)C(=O)NC(C)(C)C` (centres undefined) gave hcGAS inh -10, NPYLR7 ag 34 and mcGAS lum -5.
For CCc1ccc(NC(=O)Cn2c(=O)n(Cc3ccco3)c(=O)c3oc4ccccc4c32)cc1 the results were hcGAS inh -7, NPYLR7 ag 5 and mcGAS lum -7.
Screening O=C(Nc1cc2c(cc1Cl)OCO2)C1CCN(C(=O)/C=C/c2ccccc2)CC1 returned hcGAS inh -4 and NPYLR7 ag 1.
Screening O=C(NC1CC1)c1csc(CSc2nnc(-c3ccco3)n2-c2ccc(Cl)c(Cl)c2)n1 returned hcGAS inh -18, NPYLR7 ag -4 and mcGAS lum -7.
For Cc1ccccc1C(C)Nc1cnn(C(C)(C)C)c(=O)c1Cl (centres undefined) the results were hcGAS inh -10 and NPYLR7 ag -23.
COc1ccc(OCCNC(=O)c2cncn2-c2cccc(-c3cccc(OC(F)(F)F)c3)c2)cc1 was read as hcGAS inh -4, NPYLR7 ag 4 and mcGAS lum -6.
Screening COCCn1cc(NC(=O)Nc2cccc(Cl)c2)c2ccccc21 returned hcGAS inh -11 and NPYLR7 ag 12.
For C=CCN(CCc1ccccc1)C(=O)NC1CCN(C(=O)C(C)C)CC1 the results were hcGAS inh -4, NPYLR7 ag 9 and mcGAS lum -11.
CC1CN(c2cc(Cl)nc(SCC(=O)NCCN3CCCCC3)n2)CCN1C(=O)c1ccccc1F (centres undefined) was read as hcGAS inh 1, NPYLR7 ag 1 and mcGAS lum -6.
For CCOc1ccccc1C1Nc2ccccc2N=C2CC(C)(C)CC(=O)C21 (centres undefined) the results were hcGAS inh -3, NPYLR7 ag 7 and mcGAS lum -7.
`Cc1ccc(Cn2ccnc2CN(Cc2ccco2)C(=O)C(C)C)cc1` gave hcGAS inh 3, NPYLR7 ag -9 and mcGAS lum 1.

Reprinted from the part before: 2 entries, then new ones.
For CCOc1ccccc1C1Nc2ccccc2N=C2CC(C)(C)CC(=O)C21 (centres undefined) the results were hcGAS inh -3, NPYLR7 ag 7 and mcGAS lum -7.
`Cc1ccc(Cn2ccnc2CN(Cc2ccco2)C(=O)C(C)C)cc1` gave hcGAS inh 3, NPYLR7 ag -9 and mcGAS lum 1.
`O=C(Nc1ccc2c(c1)CN(Cc1ccon1)CC2)C1(c2ccccc2)CC1` gave hcGAS inh -5 and NPYLR7 ag 2.
COc1ccccc1CCC(=O)N1CCCC(C(=O)c2cccc(OC(C)C)c2)C1 (centres undefined) was read as hcGAS inh -7&-3 and NPYLR7 ag 6&-4.
C=CCNC(=O)C(C1CCCC1)N1CCN(C(=O)c2ccc(OC)cc2)CC1 (centres undefined) was read as hcGAS inh -1, NPYLR7 ag -9 and mcGAS lum -4.
Screening CC(C)(C)c1nnc(N2CCCCC2)[nH]c1=O returned hcGAS inh -4 and NPYLR7 ag 10.
For Cc1ccc(-n2c(SC(C)C(N)=O)nc3ccccc3c2=O)nc1 (centres undefined) the results were hcGAS inh -8 and NPYLR7 ag 5.
CC(=O)[C@@]1(O)CC[C@H]2[C@@H]3C[C@H](C)C4=CC(=O)CC[C@]4(C)[C@H]3CC[C@@]21C was read as hcGAS inh 3 and NPYLR7 ag -2.
CC(C)N(Cc1ncc[nH]1)CC1CCC(=O)N1 (centres undefined) was read as hcGAS inh -10 and NPYLR7 ag 17.
For Cc1ccc(Cl)cc1N1CCN(c2ccc(S(=O)(=O)C(C)C)nn2)CC1 the results were hcGAS inh -5, NPYLR7 ag -4 and mcGAS lum -9.
Screening COc1ccc(CN(Cc2ccco2)C(=O)C(C)C)cc1OCc1nc(CO)cs1 returned hcGAS inh -4, NPYLR7 ag 15 and mcGAS lum -3.
Cc1c(N=Cc2cc(Br)c(Br)o2)c(=O)n(-c2ccccc2)n1C was read as hcGAS inh 2, NPYLR7 ag 1 and mcGAS lum 0.
`CCOC(=O)c1c(NC(=O)c2ccc(F)c(F)c2F)c(-c2cccc(F)c2)cn1Cc1ccccc1` gave hcGAS inh -6, NPYLR7 ag 2 and mcGAS lum -6.
Screening COc1ccccc1CC(=O)N1CCC(n2cnc3ccccc32)CC1 returned hcGAS inh -1, NPYLR7 ag 6 and mcGAS lum -5.
Screening CN(C)CCN(Cc1ccccc1)C(=O)c1cc(-c2cccn2C)nn1-c1cccc([N+](=O)[O-])c1 returned hcGAS inh -5, NPYLR7 ag 4 and mcGAS lum -5.
For CCOc1ccc(-c2ccc(=O)n(CCNC(=O)Nc3ccc(F)c(Cl)c3)n2)cc1 the results were hcGAS inh -9, NPYLR7 ag 4 and mcGAS lum -8.
`CCOC(=O)c1nc2ccccc2nc1N1CCCN(C(=O)c2ccc(C(F)(F)F)cc2F)CC1` gave hcGAS inh -4, NPYLR7 ag 3 and mcGAS lum -7.
`Cn1c(SCC(=O)NC2CCCCC2)nc2sc3c(c2c1=O)CCCC3` gave hcGAS inh -2 and NPYLR7 ag 4.
COc1ccccc1NC(=O)N1CCc2cc(OC)c(OC)cc2C1CNC(=O)C1CCCC1 (centres undefined) was read as hcGAS inh -3 and mcGAS lum -8.
`O=C1CC(c2ccc(C(=O)O)s2)c2ccc(N3CCNC3=O)cc2N1` (centres undefined) gave hcGAS inh -8 and mcGAS lum -10.
`COc1cccc(NC(=O)CN2CN(c3ccccc3)C3(CCN(C(=O)C4CCC4)CC3)C2=O)c1` gave hcGAS inh -12 and mcGAS lum -9.
`COC(=O)C(c1ccc(F)cc1)N1CCN(C(=O)c2ccc(-c3ccc(F)cc3)o2)CC1` (centres undefined) gave hcGAS inh -4, NPYLR7 ag 0 and mcGAS lum -7.

In the list so far, these have a COOH group:
`CCOc1cc2c(cc1NS(=O)(=O)c1ccc(Cl)c(C(=O)O)c1)OC(C)C2` (centres undefined) gave hcGAS inh -5 and NPYLR7 ag 11.
`O=C1CC(c2ccc(C(=O)O)s2)c2ccc(N3CCNC3=O)cc2N1` (centres undefined) gave hcGAS inh -8 and mcGAS lum -10.

New compounds follow:
Screening CN(Cc1ccccc1)c1ncc2c(n1)CC(C)(C)CC2NC1CCOCC1 (centres undefined) returned hcGAS inh -4 and NPYLR7 ag 4.
CC(C)c1ccc(CN2CCCC3(CCN(C(=O)C4CCOCC4)C3)C2)cc1 (centres undefined) was read as hcGAS inh -6 and NPYLR7 ag 18.
`CC(=O)C(C)Sc1cc(C(C)(C)C)ccc1C` (centres undefined) gave hcGAS inh -9 and NPYLR7 ag 0.
`N#Cc1c(F)cccc1NCC12CC3CC(CC(C3)C1)C2` gave hcGAS inh -10&-5 and NPYLR7 ag -6.
CCOc1ccc(N2CCn3c2nnc(C(=O)NCCCO)c3=O)cc1 was read as hcGAS inh -2, NPYLR7 ag 4 and mcGAS lum -5.
For O=C(Cc1ccc([N+](=O)[O-])cc1)Nn1cnc2c(cnn2-c2ccccc2)c1=O the results were hcGAS inh -9 and NPYLR7 ag 2.
For CCOC(=O)c1ccc2c(c1)nc(SCc1cc(F)ccc1Br)n2Cc1ccco1 the results were hcGAS inh -2, NPYLR7 ag -3 and mcGAS lum -6.
For Cc1cc(C)c(/C=C2\C(=O)Nc3ccccc32)[nH]1 the results were hcGAS inh 4, NPYLR7 ag 27 and mcGAS lum -2.
Screening CC1(Cc2ccc(Cl)cc2)C(=O)Nc2cc(-c3ccccc3Cl)ccc21 (centres undefined) returned hcGAS inh -1, NPYLR7 ag 1 and mcGAS lum -3.
O=C(CCn1[nH]c(=O)c2ccccc2c1=O)ON1CCOCC1 was read as hcGAS inh 12 and NPYLR7 ag -19.
CCOc1ccc(C2NC(=O)NC(C)=C2C(=O)OCC2CCCO2)cc1 (centres undefined) was read as hcGAS inh 1 and NPYLR7 ag -3.

For convenience, part of the list above.
For O=C(Cc1ccc([N+](=O)[O-])cc1)Nn1cnc2c(cnn2-c2ccccc2)c1=O the results were hcGAS inh -9 and NPYLR7 ag 2.
For CCOC(=O)c1ccc2c(c1)nc(SCc1cc(F)ccc1Br)n2Cc1ccco1 the results were hcGAS inh -2, NPYLR7 ag -3 and mcGAS lum -6.
For Cc1cc(C)c(/C=C2\C(=O)Nc3ccccc32)[nH]1 the results were hcGAS inh 4, NPYLR7 ag 27 and mcGAS lum -2.
Screening CC1(Cc2ccc(Cl)cc2)C(=O)Nc2cc(-c3ccccc3Cl)ccc21 (centres undefined) returned hcGAS inh -1, NPYLR7 ag 1 and mcGAS lum -3.
O=C(CCn1[nH]c(=O)c2ccccc2c1=O)ON1CCOCC1 was read as hcGAS inh 12 and NPYLR7 ag -19.
CCOc1ccc(C2NC(=O)NC(C)=C2C(=O)OCC2CCCO2)cc1 (centres undefined) was read as hcGAS inh 1 and NPYLR7 ag -3.
